High-throughput results: PubChem, several laboratories
PPARg SRC3 recr: promotes SRC-3 coactivator recruitment by human PPARgamma; AID 731; activation, % at 8 µM; P37231; hit rate 0.26% among 200,000; biochemical PPARgamma/SRC-3 coactivator recruitment assay; in the data active = activation above about 23%;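 note: 0% = DMSO and 100% = reference agonist; some compounds past the cut are filed as inactive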
Target sequence (P37231 whole entry, looked up): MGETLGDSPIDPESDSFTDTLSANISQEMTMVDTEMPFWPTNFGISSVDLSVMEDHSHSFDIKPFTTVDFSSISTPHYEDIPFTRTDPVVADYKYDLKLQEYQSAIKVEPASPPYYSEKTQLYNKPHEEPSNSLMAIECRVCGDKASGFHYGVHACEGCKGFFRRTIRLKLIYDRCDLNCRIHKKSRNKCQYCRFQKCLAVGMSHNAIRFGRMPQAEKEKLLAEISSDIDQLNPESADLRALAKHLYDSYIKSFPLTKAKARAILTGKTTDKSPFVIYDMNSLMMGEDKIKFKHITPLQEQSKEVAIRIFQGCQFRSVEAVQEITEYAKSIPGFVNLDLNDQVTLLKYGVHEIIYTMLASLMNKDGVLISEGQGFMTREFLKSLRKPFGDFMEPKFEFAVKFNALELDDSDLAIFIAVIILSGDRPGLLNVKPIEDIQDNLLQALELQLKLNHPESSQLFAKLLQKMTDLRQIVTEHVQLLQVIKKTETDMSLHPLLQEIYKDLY
PPARg SRC2 recr: PPARgamma-driven SRC-2 recruitment agonism; hit rate 0.34% among 200,000; P37231; AID 1032; activation, % at 8 µM; PPARgamma LBD-SRC-2 recruitment, biochemical; in the data active = activation above about 22%;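 note: 0% = vehicle and 100% = reference agonist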
TR-FRET SRC-2 ct: TR-FRET artefact, counter-screen to PPARgamma/SRC-2 agonist assay | hits give high values | TR-FRET ratio at 8 µM | hit rate 0.4% among 200,000; in the data active = TR-FRET ratio above about 2000; note: inactives centre near 1500
TNAP act hi DEA: TNAP (human) activation, high acceptor; P05186; purified TNAP, CDP-star luminescence, 1 M DEA, 30 min; hits give high values; 0 = EDTA background, 1 = DMSO-only activity; activation factor at 20 µM; 200,000 tested, under 10 active;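 active = activation factor at least 2 at 20 µM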
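system = human TNAP | amount = enzyme diluted 1/800 final | reagent = 100 µM CDP-star substrate | signal = luminescent substrate turnover signal | dosing = one dose, 20 µM | benchmarks = EDTA negative control, DMSO positive control | measure = activation factor | timing = 30 min reaction, room temperature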
bIAP activator: intestinal alkaline phosphatase (bovine) activation; purified bovine IAP, CDP-star luminescence, 30 min; hits give high values; fold of DMSO-control signal, blank-subtracted; AID 1016; hit rate 0.17% among 200,000; activation factor at 20 µM;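 active = activation factor of 2 or more at 20 µM, a signal rise over negative controls twice the positive control's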
STAT3 act: activators of IL-6 induced STAT3 signaling. U3A cells, IL-6 STAT3-luciferase reporter, luminescence; 100% = signal with IL-6 EC80 alone. activation (% of control), % at 5.6 µM. hit rate 0.91% among 190,000. AID 871;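 active = activation above the screen-wide mean of compound activation plus 3 SD, cut at about 130% in these data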;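 note: 0% = background luminescence of wells with medium and substrate only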
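System – human U3A cells carrying STAT3-luciferase construct · Probe or stimulus – Interleukin-6, 33 ng/mL · Schedule – compound 1 h, then IL-6 6 h at 37 °C · Signal – luminescence from STAT3-driven luciferase reporter · Evaluation – percent of IL-6-only median luminescence · Benchmarks – IL-6-only high control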
STAT3 blocker: inhibitors of IL-6 induced STAT3 signaling; U3A cells, IL-6 STAT3-luciferase reporter, luminescence; host cell line lacks STAT1; inhibition, % at 5.5 µM; hit rate 0.89% among 190,000;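 active = inhibition above the mean inhibition across all screened compounds plus 3 SD, cut at about 44% in these data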;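 note: 0% = DMSO only wells and 100% = 100 µM nifuroxazide control wells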
ROMK primary: modulates human ROMK potassium channel activity. B-score at 10 µM. hit rate 2% among 130,000. AID 1918. Tet-inducible ROMK, thallium flux fluorescence; actives lie on both sides. P48048;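 active = signal ratio slope over the read window, or its plate-corrected B-score, at least 3 SD from the plate mean, either direction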;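 note: B-score of the F/F0 ratio slope over 7 to 12 s after thallium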
Target sequence (P48048 whole entry, looked up): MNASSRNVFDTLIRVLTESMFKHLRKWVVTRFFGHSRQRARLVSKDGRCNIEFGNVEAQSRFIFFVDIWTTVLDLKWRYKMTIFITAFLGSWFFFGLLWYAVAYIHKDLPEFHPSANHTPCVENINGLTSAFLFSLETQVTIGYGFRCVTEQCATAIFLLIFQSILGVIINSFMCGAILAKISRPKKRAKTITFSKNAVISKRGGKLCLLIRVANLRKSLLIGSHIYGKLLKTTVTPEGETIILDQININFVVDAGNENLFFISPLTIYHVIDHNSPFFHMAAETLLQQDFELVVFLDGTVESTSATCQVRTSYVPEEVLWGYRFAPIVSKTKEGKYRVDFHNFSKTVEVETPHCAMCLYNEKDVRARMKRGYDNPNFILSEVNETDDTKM
bIAP inh: intestinal alkaline phosphatase (bovine) inhibition; 190,000 tested, under 10 active; AID 1019; purified bovine IAP, CDP-star luminescence, 30 min; inhibition, % at 20 µM;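 active = over 50% inhibition of intestinal alkaline phosphatase at 20 µM in the single-dose screen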
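test system = bovine IAP enzyme | medium = DEA buffer 100 mM, pH 9.8, with MgCl2 1.0 mM, ZnCl2 0.02 mM | detection = luminescence | dosing = single compound dose of 20 µM, 2% DMSO final | incubation = 30 min reaction at room temperature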
STAT1 inh: reduces IFN-gamma driven STAT1 reporter signal. NIH 3T3 STAT1-luciferase reporter, luminescence. inhibition, % at 5.5 µM. hit rate 0.35% among 200,000;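 active = inhibition above a set limit, the mean inhibition across all tested compounds plus 3 SD, cut at about 34% in these data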;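 note: 0% = IFN-gamma with DMSO and 100% = IFN-gamma with 300 µM nifuroxazide; values of inactives mirror those of a sister screen read the other way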
PPARg SRC-1 ag: promotes SRC-1 coactivator recruitment by human PPARgamma | PPARgamma-SRC-1 coactivator recruitment biochemical assay | activation, % at 8 µM | hit rate 0.41% among 200,000; in the data active = activation above about 19%;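 note: 0% = DMSO and 100% = reference agonist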
* hit, by the source's call.

What do the screens show for `CN(C)c1cc2c(c(N(C)C)c1)C(=O)c1ccccc1C2=O`?
PPARg SRC3 recr: 7; PPARg SRC2 recr: 17; TR-FRET SRC-2 ct: 1655; TNAP act hi DEA: 0.8; bIAP activator: 0.9; STAT3 act: 86; STAT3 blocker: 24; ROMK primary: -0.094; bIAP inh: 13; STAT1 inh: -2; PPARg SRC-1 ag: 14

Results for CC(C(=O)N1CCOCC1)N1c2cccc3cccc(c23)S1(=O)=O (stereo unspecified) ?
PPARg SRC3 recr: 15; PPARg SRC2 recr: 28*; TR-FRET SRC-2 ct: 2087*; TNAP act hi DEA: 1; bIAP activator: 1; STAT3 act: 106; STAT3 blocker: -6; ROMK primary: 0.59; bIAP inh: 4; STAT1 inh: 2; PPARg SRC-1 ag: 5

What do the screens show for `Brc1ccc(-c2cn3c(n2)CCc2ccc4cccnc4c2-3)cc1`?
PPARg SRC3 recr: 4; PPARg SRC2 recr: -6; TR-FRET SRC-2 ct: 1501; TNAP act hi DEA: 1.1; bIAP activator: 0.9; STAT3 act: 157*; STAT3 blocker: -67; bIAP inh: 13; STAT1 inh: 5; PPARg SRC-1 ag: 3

How did C/C(CC(=O)Nc1ccc(Cl)c(C(F)(F)F)c1)=N\NC(=O)c1ccccc1O do in these assays?
PPARg SRC3 recr: 5; PPARg SRC2 recr: 14; TR-FRET SRC-2 ct: 1656; TNAP act hi DEA: 1; bIAP activator: 0.9; STAT3 act: 106; STAT3 blocker: -7; ROMK primary: 0.43; bIAP inh: 12; STAT1 inh: 8; PPARg SRC-1 ag: -4

Results for COC(=O)C1(C)CN(S(=O)(=O)c2ccc(C)cc2)c2cc(OC)ccc2C1=O (stereo unspecified) ?
PPARg SRC3 recr: 0; PPARg SRC2 recr: -12; TR-FRET SRC-2 ct: 1419; TNAP act hi DEA: 1; bIAP activator: 1; STAT3 act: 100; STAT3 blocker: 3; ROMK primary: -0.25; bIAP inh: 5; STAT1 inh: 4; PPARg SRC-1 ag: -3

How did CCCCS(=O)(=O)Nc1ccc(C)cn1 do in these assays?
PPARg SRC3 recr: 3; PPARg SRC2 recr: 9; TR-FRET SRC-2 ct: 1622; TNAP act hi DEA: 1; bIAP activator: 0.8; STAT3 act: 113; STAT3 blocker: -19; ROMK primary: 1.1; bIAP inh: 19; STAT1 inh: 6; PPARg SRC-1 ag: 1

Results for COC(=O)C(O)(CC(=O)Nc1ccc(OC(F)(F)F)cc1)C(F)(F)F (stereo unspecified) ?
PPARg SRC3 recr: 1; PPARg SRC2 recr: -14; TR-FRET SRC-2 ct: 1371; TNAP act hi DEA: 1.1; bIAP activator: 0.9; STAT3 act: 99; STAT3 blocker: 6; bIAP inh: 11; STAT1 inh: 1; PPARg SRC-1 ag: -6

What do the screens show for `Cc1cc(Nc2ccccc2)n(-c2ccc(C(=O)O)cc2)n1`?
PPARg SRC3 recr: -3; PPARg SRC2 recr: -9; TR-FRET SRC-2 ct: 1459; TNAP act hi DEA: 1; bIAP activator: 1.2; STAT3 act: 104; STAT3 blocker: 1; ROMK primary: -0.42; bIAP inh: -22; STAT1 inh: 4; PPARg SRC-1 ag: 0

Results for CCSc1nnc(NC(=O)CSc2ncccn2)s1 ?
PPARg SRC3 recr: 13; PPARg SRC2 recr: 10; TR-FRET SRC-2 ct: 1647; TNAP act hi DEA: 1.1; bIAP activator: 0.9; STAT3 act: 98; STAT3 blocker: 6; ROMK primary: -0.18; bIAP inh: 8; STAT1 inh: 1; PPARg SRC-1 ag: -4

How did CC1CCCC(NC(=O)CSc2nnnn2C)C1C (stereo unspecified) do in these assays?
PPARg SRC3 recr: 3; PPARg SRC2 recr: 2; TR-FRET SRC-2 ct: 1511; TNAP act hi DEA: 1; bIAP activator: 1; STAT3 act: 100; STAT3 blocker: 6; bIAP inh: 0; STAT1 inh: -1; PPARg SRC-1 ag: 8

Reprinted from the part before: 3 compounds, followed by the next part.
What do the screens show for `Cc1cc(Nc2ccccc2)n(-c2ccc(C(=O)O)cc2)n1`?
PPARg SRC3 recr: -3; PPARg SRC2 recr: -9; TR-FRET SRC-2 ct: 1459; TNAP act hi DEA: 1; bIAP activator: 1.2; STAT3 act: 104; STAT3 blocker: 1; ROMK primary: -0.42; bIAP inh: -22; STAT1 inh: 4; PPARg SRC-1 ag: 0

Results for CCSc1nnc(NC(=O)CSc2ncccn2)s1 ?
PPARg SRC3 recr: 13; PPARg SRC2 recr: 10; TR-FRET SRC-2 ct: 1647; TNAP act hi DEA: 1.1; bIAP activator: 0.9; STAT3 act: 98; STAT3 blocker: 6; ROMK primary: -0.18; bIAP inh: 8; STAT1 inh: 1; PPARg SRC-1 ag: -4

How did CC1CCCC(NC(=O)CSc2nnnn2C)C1C (stereo unspecified) do in these assays?
PPARg SRC3 recr: 3; PPARg SRC2 recr: 2; TR-FRET SRC-2 ct: 1511; TNAP act hi DEA: 1; bIAP activator: 1; STAT3 act: 100; STAT3 blocker: 6; bIAP inh: 0; STAT1 inh: -1; PPARg SRC-1 ag: 8

What do the screens show for `CCCCCc1ccc(-c2ccc(C(=O)O)cc2)nc1`?
PPARg SRC3 recr: 6; PPARg SRC2 recr: -1; TR-FRET SRC-2 ct: 1689; TNAP act hi DEA: 1; bIAP activator: 0.9; STAT3 act: 58; STAT3 blocker: 53*; ROMK primary: 0.31; bIAP inh: 11; STAT1 inh: 2; PPARg SRC-1 ag: 4

What do the screens show for `Cc1cc(=O)[nH]c(SCC(=O)Nc2ccc(S(N)(=O)=O)cc2)n1`?
PPARg SRC3 recr: 3; PPARg SRC2 recr: 0; TR-FRET SRC-2 ct: 1408; TNAP act hi DEA: 1; bIAP activator: 0.9; STAT3 act: 97; STAT3 blocker: 8; bIAP inh: 9; STAT1 inh: 1; PPARg SRC-1 ag: 3

How did CCc1ccc(S(=O)(=O)NCc2cn3c(C)csc3n2)s1 do in these assays?
PPARg SRC3 recr: 8; PPARg SRC2 recr: 3; TR-FRET SRC-2 ct: 1488; TNAP act hi DEA: 1; bIAP activator: 1.2; STAT3 act: 111; STAT3 blocker: -8; bIAP inh: -17; STAT1 inh: -3; PPARg SRC-1 ag: 1

What do the screens show for `O=C(NCc1ccco1)C(c1ccco1)N(C(=O)Cn1nnc2ccccc21)c1ccc2c(c1)CCC2` (stereo unspecified)?
PPARg SRC3 recr: -1; PPARg SRC2 recr: 10; TR-FRET SRC-2 ct: 1641; STAT3 act: 109; STAT3 blocker: -6; STAT1 inh: -3; PPARg SRC-1 ag: -6

What do the screens show for `CC(NC(=O)C1CCC1)c1ccccc1` (stereo unspecified)?
PPARg SRC3 recr: 19; PPARg SRC2 recr: 3; TR-FRET SRC-2 ct: 1543; TNAP act hi DEA: 1; bIAP activator: 0.9; STAT3 act: 104; STAT3 blocker: -1; bIAP inh: 12; STAT1 inh: -1; PPARg SRC-1 ag: -2

What do the screens show for `COCCN(C(=O)CN1CCc2ccccc2C1)c1c(N)n(Cc2ccccc2)c(=O)[nH]c1=O`?
PPARg SRC3 recr: -13; PPARg SRC2 recr: 4; TR-FRET SRC-2 ct: 1608; TNAP act hi DEA: 1; bIAP activator: 1; STAT3 act: 99; STAT3 blocker: 5; bIAP inh: -2; STAT1 inh: -1; PPARg SRC-1 ag: 10

What do the screens show for `O=C(c1ccc(F)cc1)N1CCN(C2CC3CCC2C3)CC1` (stereo unspecified)?
PPARg SRC3 recr: -6; PPARg SRC2 recr: 0; TR-FRET SRC-2 ct: 1441; TNAP act hi DEA: 1; bIAP activator: 1.1; STAT3 act: 98; STAT3 blocker: 7; ROMK primary: -0.24; bIAP inh: -11; STAT1 inh: 2; PPARg SRC-1 ag: 1

What do the screens show for `CCc1ccc(CN2C(=O)c3ccccc3C2C(=O)NCC2CCCO2)cc1` (stereo unspecified)?
PPARg SRC3 recr: -8; PPARg SRC2 recr: -9; TR-FRET SRC-2 ct: 1439; TNAP act hi DEA: 1; bIAP activator: 1.1; STAT3 act: 112; STAT3 blocker: -13; ROMK primary: -0.74; bIAP inh: -9; STAT1 inh: 2; PPARg SRC-1 ag: 0

What do the screens show for `COc1cc(CNCc2ccccn2)ccc1OCC(N)=O`?
PPARg SRC3 recr: 0; PPARg SRC2 recr: 2; TR-FRET SRC-2 ct: 1300; TNAP act hi DEA: 1.1; bIAP activator: 1; STAT3 act: 95; STAT3 blocker: 14; ROMK primary: 0.068; bIAP inh: -2; STAT1 inh: -1; PPARg SRC-1 ag: -8

How did CCOC(=O)/C=C/C(=O)OCC(=O)Nc1ccc(C)cc1 do in these assays?
PPARg SRC3 recr: 3; PPARg SRC2 recr: -6; TR-FRET SRC-2 ct: 1558; TNAP act hi DEA: 1; bIAP activator: 1; STAT3 act: 106; STAT3 blocker: -2; ROMK primary: -2.3; bIAP inh: 5; STAT1 inh: 10; PPARg SRC-1 ag: -5

Results for O=C(O)/C(=C\c1ccc(-c2ccc(F)cc2)o1)c1ccccc1 ?
PPARg SRC3 recr: 3; PPARg SRC2 recr: -6; TR-FRET SRC-2 ct: 1479; TNAP act hi DEA: 1; bIAP activator: 1; STAT3 act: 100; STAT3 blocker: 1; ROMK primary: 1.6; bIAP inh: -2; STAT1 inh: -5; PPARg SRC-1 ag: 5

What do the screens show for `O=C(c1oc2ccccc2c1CSCc1ccccc1)N1CCN(c2ncccn2)CC1`?
PPARg SRC3 recr: 3; PPARg SRC2 recr: 11; TR-FRET SRC-2 ct: 1535; TNAP act hi DEA: 1; bIAP activator: 1; STAT3 act: 92; STAT3 blocker: 10; ROMK primary: -0.29; bIAP inh: -1; STAT1 inh: -4; PPARg SRC-1 ag: 11

Results for CCOC(=O)/C=C/C(=O)Nc1ccc(S(=O)(=O)N2CCCCCC2)cc1 ?
PPARg SRC3 recr: -3; PPARg SRC2 recr: 4; TR-FRET SRC-2 ct: 1631; TNAP act hi DEA: 1; bIAP activator: 1; STAT3 act: 97; STAT3 blocker: 6; ROMK primary: -0.28; bIAP inh: 0; STAT1 inh: 6; PPARg SRC-1 ag: 4

What do the screens show for `O=C(Cn1c(SCC(=O)N2CCc3ccccc3C2)nc2ccccc21)NC1CCCC1`?
PPARg SRC3 recr: 13; PPARg SRC2 recr: 13; TR-FRET SRC-2 ct: 1610; TNAP act hi DEA: 1.1; bIAP activator: 1.3; STAT3 act: 96; STAT3 blocker: 9; bIAP inh: -25; STAT1 inh: -3; PPARg SRC-1 ag: 2

What do the screens show for `Cc1cccc(C)c1OCC(=O)Nc1cccc(-c2nnc(-c3ccccc3)o2)c1`?
PPARg SRC3 recr: 9; PPARg SRC2 recr: 9; TR-FRET SRC-2 ct: 1612; TNAP act hi DEA: 1; bIAP activator: 1; STAT3 act: 90; STAT3 blocker: 15; ROMK primary: -1.8; bIAP inh: 4; STAT1 inh: -7; PPARg SRC-1 ag: 11
